High-throughput results deposited in PubChem by The Scripps Research Institute Molecular Screening Center.
CHRM1 agonist: agonists of human M1 muscarinic receptor; AID 588814; activation, % at 3 µM; 360,000 tested, 0.33% active; CHO-K1 hM1, Fluo-8 calcium fluorescence, agonist mode; 0% DMSO, 100% acetylcholine EC100;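 active means activation above the run's mean compound activation plus 3 SD, cut at about 16% in these data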;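 further: peak over basal fluorescence ratio within a 140 s kinetic read after compound addition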
M4 antag: CHRM4 antagonism in calcium assay; P08173; CHO-hM4 cells, ACh EC80, Fluo-8 calcium fluorescence; inhibition, % at 3 µM; 360,000 tested, 0.73% active;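 active means inhibition above its plate's cutoff, the mean inhibition of sample wells plus 3 SD, cut at about 27% in these data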;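 further: 0% = acetylcholine EC80 with DMSO and 100% = DMSO without agonist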
CHRM5 PAM: CHRM5 positive allosteric modulation | P08912 | CHO-K1 hM5, Fluo-8 calcium, ACh EC20 PAM; 0% = ACh EC20, 100% = ACh EC100 | activation, % at 3 µM | 360,000 tested, 0.3% active | AID 624038;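 active means activation above the run cutoff, the mean activation of all test compounds plus 3 SD, cut at about 18% in these data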
Target sequence (P08912 whole entry, looked up): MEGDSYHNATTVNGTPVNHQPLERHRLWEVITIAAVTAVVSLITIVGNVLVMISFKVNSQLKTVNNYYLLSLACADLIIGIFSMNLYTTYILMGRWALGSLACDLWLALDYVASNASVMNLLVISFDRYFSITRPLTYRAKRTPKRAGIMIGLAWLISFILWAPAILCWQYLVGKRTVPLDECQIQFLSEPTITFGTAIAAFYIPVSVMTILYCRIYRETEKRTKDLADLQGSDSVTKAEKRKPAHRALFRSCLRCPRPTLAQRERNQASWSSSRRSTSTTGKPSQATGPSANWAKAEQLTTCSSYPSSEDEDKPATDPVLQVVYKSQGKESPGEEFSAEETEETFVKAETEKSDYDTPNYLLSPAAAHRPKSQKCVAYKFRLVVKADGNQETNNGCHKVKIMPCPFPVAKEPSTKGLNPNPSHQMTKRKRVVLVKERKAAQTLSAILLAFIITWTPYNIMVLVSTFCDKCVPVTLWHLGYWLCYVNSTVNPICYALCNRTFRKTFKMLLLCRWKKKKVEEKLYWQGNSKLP
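System – CHO-K1 hM5 cells · Compound – 3 µM, single dose · Incubation – compound preincubation 140 s before EC20 acetylcholine addition · Technique – Fluo-8 calcium fluorescence · Measure – Max/basal fluorescence ratio as % of EC20–EC100 ACh window · Benchmarks – low control EC20 acetylcholine (0%), high control EC100 acetylcholine (100%) · Replication – singlicate, one well per test compound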
M5 ag: CHRM5 agonism in calcium assay; P08912; activation, % at 3 µM; CHO-K1 hM5 cells, Fluo-8 calcium fluorescence; 0% DMSO wells, 100% maximal acetylcholine response; 360,000 tested, 0.19% active;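 active means activation above the run's mean over test compounds plus 3 SD, cut at about 23% in these data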;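 further: signal is peak over basal fluorescence ratio across the kinetic read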
CHRM4 agonist: CHRM4 agonism in calcium assay; CHO-K1 hM4/Gqi5, Fluo-8 calcium fluorescence; vehicle 0%, full acetylcholine response 100%; activation, % at 3 µM; 360,000 tested, 0.14% active; P08173;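 active means activation above the run mean over all test wells plus 3 SD, cut at about 32% in these data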;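 further: peak over basal fluorescence ratio per well then scaled between controls; 0% = DMSO wells and 100% = acetylcholine at EC100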
M5 antag: CHRM5 antagonism in calcium assay. P08912. CHO-hM5 cells, Fluo-8 calcium fluorescence, ACh EC80. inhibition, % at 3 µM. 360,000 tested, 0.59% active;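 active means inhibition above a per-plate cutoff, the mean of that plate's test compounds plus 3 SD, cut at about 27% in these data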;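 further: 0% = acetylcholine EC80 with DMSO and 100% = DMSO without agonist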
TAAR1 agonist: human TAAR1 agonism; activation, % at 3 µM; CHO RD-HGA16 TAAR1, Fluo-8 calcium fluorescence; vehicle wells 0%, saturating PEA agonist 100%; AID 624467; 360,000 tested, 0.99% active; Q96RJ0;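 active means activation above the mean activation of all test compounds in the run plus 3 SD, cut at about 38% in these data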
Target sequence (Q96RJ0 whole entry, looked up): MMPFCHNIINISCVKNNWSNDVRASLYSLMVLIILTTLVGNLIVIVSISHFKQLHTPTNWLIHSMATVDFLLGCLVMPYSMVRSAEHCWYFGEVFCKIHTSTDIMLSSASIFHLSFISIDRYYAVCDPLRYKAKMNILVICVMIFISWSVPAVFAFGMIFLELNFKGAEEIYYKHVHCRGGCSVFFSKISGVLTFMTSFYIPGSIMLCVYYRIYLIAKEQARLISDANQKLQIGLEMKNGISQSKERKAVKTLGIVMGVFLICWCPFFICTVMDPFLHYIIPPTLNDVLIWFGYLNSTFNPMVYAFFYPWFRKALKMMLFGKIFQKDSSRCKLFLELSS
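Benchmarks: low control DMSO, high control PEA (EC100); System: CHO RD-HGA16 cells carrying human TAAR1 plus Gα16; Detection: Fluo-8 fluorescence, 5 s baseline then 140 s kinetic read; Schedule: 17-24 h plating, Fluo-8 75 min 37 °C, 30 min RT; Read-out basis: % activation from peak over basal fluorescence ratio, DMSO-to-PEA scaled.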
M1 antag: human CHRM1 antagonism; CHO-K1 hM1, Fluo-8 calcium fluorescence, ACh EC80 antagonist; inhibition, % at 3 µM; 360,000 tested, 1.3% active; AID 588852;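 active means percent inhibition above its own plate's cutoff, namely the mean of that plate's compound wells plus 3 SD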;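 further: peak over basal fluorescence ratio during 140 s after agonist addition; 0% = ACh EC80 plus DMSO and 100% = DMSO alone without agonist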
CHRM1 PAM: potentiates human M1 receptor response to acetylcholine; AID 588819; 360,000 tested, 0.088% active; CHO-K1 hM1, Fluo-8 calcium fluorescence, ACh EC20; 0% = ACh EC20, 100% = maximal ACh; activation, % at 3 µM; in the data active means activation above about 19%, passing the limit was not always enough
* hit, by the source's call; . = no result given. A portion of the library, so the mix of outcomes need not match the whole.

CHRM1 agonist,M4 antag,CHRM5 PAM,M5 ag,CHRM4 agonist,M5 antag,TAAR1 agonist,M1 antag,CHRM1 PAM,mol
-1,-1,-17,-5,4,15,9,-26,0,c1ccc(-n2ncc3c(NCC4CCCO4)ncnc32)cc1 (stereo unspecified)
0,-1,3,4,2,1,-1,-16,14,O=C(COC(=O)/C=C/c1cccc(C(F)(F)F)c1)NC1CCS(=O)(=O)C1 (stereo unspecified)
-2,1,15,4,1,3,0,-4,8,COC(=O)C1=C(C(=O)OC)[C@@H]2N(C)c3ccccc3[C@@]23C[C@@H](C(=O)OC)N=C3N1
3,-1,7,7,0,-5,9,-29,12,NS(=O)(=O)c1ccc(CNC(=O)c2cnccn2)cc1
0,-3,3,0,5,7,1,-11,12,CCn1cc(/C=C(\NC(=O)c2ccc(OC)c(OC)c2)C(=O)NCCN2CCOCC2)c2ccccc21
-4,-7,4,-3,1,-1,0,-8,8,COC(=O)C1=C(N)OC2=C(C(=O)CC(C)(C)C2)C1c1cccs1 (stereo unspecified)
-11,0,-2,1,-1,-3,2,-4,2,COc1ccccc1NC(=O)N(CCN1CCCC1)Cc1cc2cc(C)ccc2[nH]c1=O
0,6,-7,-7,4,8,5,-12,5,CSCCC(NC(=O)c1ccccc1Br)C(=O)N1CCN(C/C=C/c2ccccc2)CC1 (stereo unspecified)
-2,3,0,0,6,-3,0,-9,4,CCOC(=O)c1c(C)[nH]c(C(=O)N/N=C/c2ccc(OC)c(OC)c2)c1C
-3,8,-2,2,1,-1,2,4,1,COc1ccc(-c2nnc(SC)n2C)cc1
-6,-2,2,-1,6,-4,4,-2,11,CCCCNCC1C(Oc2ccc(Cl)cc2)C(=O)N1c1ccccc1C (stereo unspecified)
-5,2,15,0,-1,-3,12,2,-1,Cc1ccc(S(=O)(=O)N2CCCC(C)C2)cc1 (stereo unspecified)
-4,-15,-22,-2,20,11,21,17,-13,O=C(CN1C(=O)C2CCCCC2C1=O)Nc1nc(-c2ccc(F)cc2)cs1 (stereo unspecified)
-6,9,-8,-5,0,11,3,5,6,CCOC(=O)C(=O)N1CCC(Cc2ccccc2)CC1
0,3,-6,-8,0,4,3,-1,5,c1c2c(cc3sc(N4CCOCC4)nc13)OCCO2

Reprinted from the part before: 2 compounds, followed by the next part.
CHRM1 agonist,M4 antag,CHRM5 PAM,M5 ag,CHRM4 agonist,M5 antag,TAAR1 agonist,M1 antag,CHRM1 PAM,mol
-6,9,-8,-5,0,11,3,5,6,CCOC(=O)C(=O)N1CCC(Cc2ccccc2)CC1
0,3,-6,-8,0,4,3,-1,5,c1c2c(cc3sc(N4CCOCC4)nc13)OCCO2
-6,8,1,-5,2,8,4,18,-17,O=C(Nc1ccc(F)cc1)c1ccc(CN2CCc3ccccc3C2)cc1
-3,10,-3,2,4,3,1,1,2,Cc1cc2n(n1)SC(Nc1cccc3ccccc13)N2 (stereo unspecified)
-3,-1,-7,-1,7,7,.,-31,4,Cn1c2ccccc2c2c(C(=O)NCC3CCCO3)cn(C3CCCC3)c(=O)c21 (stereo unspecified)
-3,7,0,2,0,4,1,-11,7,CC1=C(C(N)=O)C(c2cccs2)NC(=O)N1 (stereo unspecified)
-4,-2,-2,-3,-1,3,2,-3,8,O=C(COC(=O)c1ccc(-c2ccccc2)cc1)Nc1ccccc1-c1ccccc1
0,-5,5,-2,1,-3,-1,-19,23,Cc1cccc(N2CN=c3s/c(=C\c4ccccn4)c(=O)n3C2)c1
-2,-3,-7,-1,4,15,0,-3,1,CCCCCc1ccc(S(=O)(=O)Nc2cc(C)ccn2)cc1
-3,-1,-3,-2,1,5,2,3,-1,Cc1cc(NC(=O)/C=C/c2ccc(Cl)cc2)no1
-1,-6,2,1,0,-5,9,6,-2,CCOC(=O)c1c(C)c(C(=O)NC(C)COC)c(C)n1C (stereo unspecified)
-3,1,0,-2,0,0,5,-9,8,CC1(C)Cc2nc3sc(C(=O)NCCO)c(N)c3cc2CO1
-3,-13,0,2,2,-2,-3,-9,3,O=C(CCCOc1ccc(Cl)cc1Cl)N/N=C\C1CCCCC1
-2,10,0,0,1,4,2,-7,5,CC(C)(C)NC(=O)CN1C(=O)c2cccc3cccc1c23
-8,1,10,0,2,-5,6,-12,11,O=C(Nc1c(C(=O)C2CC2)oc2ccccc12)c1ccc(Cl)cc1
-4,-23,-13,6,13,2,6,-14,7,Cc1c(C(=O)NCc2ccc3c(c2)OCO3)sc(=O)n1Cc1ccc(S(=O)(=O)N(C)C)cc1
6,2,-7,8,10,9,1,11,-9,COc1ccccc1N1CCN(S(=O)(=O)c2ccc(-c3ccc(=O)[nH]n3)o2)CC1

More results:
CHRM1 agonist,M4 antag,CHRM5 PAM,M5 ag,CHRM4 agonist,M5 antag,TAAR1 agonist,M1 antag,CHRM1 PAM,mol
-6,5,-2,-2,0,-2,-1,8,-2,Cc1ccc(S(=O)(=O)Nc2ncc(C(F)(F)F)cc2Cl)cc1
-6,-1,-6,-4,8,13,6,16,6,Cc1cc(C)c(S(=O)(=O)/N=C2\C=C(Nc3ccc(C(=O)O)cc3)C(=O)c3ccccc32)c(C)c1
-13,1,-5,-4,-1,0,6,11,-16,CSc1c(CC(=O)Nc2ccc(F)cc2)n(Cc2ccccc2)c2ccccc12
0,6,-10,5,17,4,11,6,-8,O=C(Nc1ccc(Cl)cc1)c1cccc(N2C(=O)C3C4CCC(C4)C3C2=O)c1 (stereo unspecified)
-6,-1,-3,-2,0,3,6,-6,5,Cc1c(C(=O)O)oc2c1/C(=N\O)CCC2
-1,-4,-5,5,1,13,4,9,0,CCC1(c2ccc(F)cc2)NC(=O)N(CC(=O)N2CCc3ccccc3C2)C1=O (stereo unspecified)
-4,-7,-6,1,5,8,2,-2,2,C[C@H](NC(=O)N1CCn2c1nc1ccccc12)C(=O)NCCc1ccccc1
-1,4,0,0,1,6,0,6,-1,COc1ccc(-c2ccc3oc(-c4ccc(OC)cc4)c(C#CCCO)c3c2)cc1
-4,-8,2,-4,0,-7,8,-11,4,C=CCN(C(=O)CCC(=O)O)C1CC(=O)N(c2ccc(OCCC)cc2)C1=O (stereo unspecified)
-3,4,-12,2,2,12,1,20,-9,COc1ccc(S(=O)(=O)N2CCOCC2)cc1NC(=O)Cc1ccsc1
2,0,-3,0,6,9,5,-13,13,COc1cccc(OCCn2cc(C=O)c3ccccc32)c1
-3,-8,1,4,3,-2,2,6,3,Cc1cc(NC(=O)CCCn2ccc([N+](=O)[O-])n2)n(Cc2ccc(F)cc2)n1
-9,-17,-2,-1,2,-3,15,-4,6,COc1ccccc1CCNC(=O)c1cnn2c(C(F)F)cc(C)nc12
-4,5,-4,3,2,9,6,5,-2,COc1ccccc1N1CCN(C(=O)CCc2c[nH]c3ccccc23)CC1
-1,1,-1,-2,1,4,1,-12,10,Cc1ccc(C(=O)NCCNC(=O)c2ccc(C)o2)o1

Individual results from the entries so far:
M5 ag result of CCC1(c2ccc(F)cc2)NC(=O)N(CC(=O)N2CCc3ccccc3C2)C1=O (stereo unspecified) reads 5
CHRM1 PAM result of COc1ccccc1CCNC(=O)c1cnn2c(C(F)F)cc(C)nc12 reads 6
CHRM1 PAM result of Cc1ccc(C(=O)NCCNC(=O)c2ccc(C)o2)o1 reads 10
CHRM4 agonist result of COc1ccc(-c2ccc3oc(-c4ccc(OC)cc4)c(C#CCCO)c3c2)cc1 reads 1

More records.
CHRM1 agonist,M4 antag,CHRM5 PAM,M5 ag,CHRM4 agonist,M5 antag,TAAR1 agonist,M1 antag,CHRM1 PAM,mol
-3,4,-2,-4,1,4,-1,-6,6,Cc1cc(C(=O)Nc2cccc([N+](=O)[O-])c2C)cs1
-1,-2,-3,2,11,4,12,-1,-4,Cc1ccc2c(C)c(C(=O)N3CCC(C(N)=O)(N4CCCCC4)CC3)oc2c1C
-4,3,9,-2,1,-3,0,-14,9,Cc1nc2nc(CC(=O)O)[nH]n2c(=O)c1[N+](=O)[O-]
-1,-3,2,-4,1,8,7,-8,13,C=CCn1c(SCc2nc3ccccc3c(=O)[nH]2)nc2scc(C3CC3)c2c1=O
-5,5,2,1,1,-5,8,7,-2,O=C(NNS(=O)(=O)c1ccc2ccccc2c1)c1cccnc1
1,-2,-6,1,4,7,10,-5,0,Cc1nn(C)cc1C(C)NC(=O)c1cc(COc2ccc(F)c(F)c2)on1 (stereo unspecified)
1,-3,-1,-5,1,2,-2,-11,12,CCOC(=O)c1sc(=NC(=O)c2ccccc2Br)n(C)c1C
-6,16,-15,-7,3,12,26,21,-23,CCOCCCNCc1ccc(OCc2ccccc2Cl)cc1
1,-6,-1,-1,6,6,9,-5,12,COc1ccc(CCNS(=O)(=O)c2ccc3c(c2)NC(=O)C(C)S3)cc1OC (stereo unspecified)
-2,-13,-3,-1,6,2,16,3,1,O=C(Nc1ccc2c(c1)OCCO2)NC12CC3CC(CC(C3)C1)C2
0,-7,-3,1,1,-1,0,-9,5,CCOc1ccccc1C1CC(=O)Nc2c1c(=O)n(C)c(=O)n2C (stereo unspecified)
-5,0,-9,-5,1,0,6,9,0,Cc1ccc(C2=[N+]([O-])C(C)(C)CC2)cc1
-2,-3,0,0,0,3,2,0,-2,O=C(COc1ccc2cc(-c3ccccc3)c(=O)oc2c1)NCC1CCC(C(=O)O)CC1 (stereo unspecified)
-7,-3,-2,-4,-1,-1,-2,-1,-2,CCOC(=O)C(=NCCOC)NNc1cc(Cl)ccc1Cl
-1,-1,-1,4,5,3,26,-13,3,COc1ccc(C)cc1S(=O)(=O)N1CCC(C(=O)NCCC2=CCCCC2)CC1

Further entries follow.
CHRM1 agonist,M4 antag,CHRM5 PAM,M5 ag,CHRM4 agonist,M5 antag,TAAR1 agonist,M1 antag,CHRM1 PAM,mol
0,1,4,-1,2,-14,25,-11,8,COc1ccc(C(=O)NNC(=O)CN2CCN(c3nc(-c4ccccc4)cs3)CC2)cc1
1,-2,-7,2,5,0,8,-5,3,COc1ccc(CCNS(=O)(=O)c2ccc3c(c2)CC(C)N3C(C)=O)cc1OC (stereo unspecified)
-7,-2,-2,1,1,-3,12,-8,8,Cc1nc(NCCN2CCOCC2)c2nnn(Cc3ccccc3Cl)c2n1
-3,2,-8,-3,8,12,1,21,-6,COc1cc(C2SCCS2)cc(Br)c1Oc1ncccc1[N+](=O)[O-]
-1,-1,-2,-7,0,6,7,-1,7,Cn1c(/N=C/c2c[nH]c3ccccc23)nc2ccccc21
.,0,-1,-3,2,5,0,.,.,COCCN1C(=O)CSCC1(C)C(=O)Nc1ccc2c(c1)OCCO2 (stereo unspecified)
-2,13,-7,-1,0,6,4,-4,4,CCOC(=O)CNC(=O)CNC(=O)c1ccc(OC)cc1
-8,-15,1,-6,4,1,2,-7,5,O=C(NCc1cccnc1)c1cc2nc(-c3cccs3)cc(C(F)(F)Cl)n2n1
-2,0,3,4,0,-7,1,-31,-1,O=P(O)(CP(=O)(c1ccccc1)c1ccccc1)c1ccccc1O
1,-4,-32,0,12,10,33,23,-12,COc1cc(OC)cc(C(=O)Nn2c(C)nc3ccccc3c2=O)c1
-2,22,2,-3,1,-10,5,-8,6,CCOc1ccc(N2CC(NS(=O)(=O)c3cccnc3)CC2=O)cc1 (stereo unspecified)
-2,-11,3,4,1,-7,4,-16,5,CN(CC(=O)Nc1ccccc1C(F)(F)F)C(=O)C1=COCCO1
